Screening results deposited in PubChem by National Center for Advancing Translational Sciences (NCATS).
KDM4E inh: blocks human JMJD2E demethylase activity | B2RXH2 | JMJD2E catalytic domain, FDH-coupled NADH fluorescence (FDH is formaldehyde dehydrogenase) | Potency, µM (series often up to 57.1 µM), for inactives: at the top dose activity change, negative = inhibition, actives largely listed as inhibitors | 230,000 tested, 1.6% active; active = well fitted inhibition curve with a large enough effect, not every such curve was filed as active; inconclusive = small, poorly fitted or top-dose-only effect, or another doubt; inactive = no such curve, though single readings can be large or run the other way;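 note: 0% = wells with enzyme and -100% = buffer wells without enzyme; nearly all actives have a fitted effect of over 50% in size; many of its hits are not listed in these tables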
Target sequence (B2RXH2 1-337 limits assumed): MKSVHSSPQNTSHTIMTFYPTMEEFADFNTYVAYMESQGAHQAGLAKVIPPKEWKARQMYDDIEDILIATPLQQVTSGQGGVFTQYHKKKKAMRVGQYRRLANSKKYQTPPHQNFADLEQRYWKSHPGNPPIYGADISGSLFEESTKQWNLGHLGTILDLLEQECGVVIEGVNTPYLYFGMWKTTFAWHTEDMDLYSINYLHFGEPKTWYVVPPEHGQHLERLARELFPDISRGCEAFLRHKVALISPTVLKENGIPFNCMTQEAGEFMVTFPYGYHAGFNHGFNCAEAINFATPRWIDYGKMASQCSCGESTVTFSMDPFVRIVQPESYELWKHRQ
RECQ1 helicase: RECQ1 (human) helicase inhibition; RECQ1 DNA unwinding, red fluorescence kinetic read; Potency, µM (titrated, usually from 57.3 µM), for inactives: at the highest dose activity, negative = inhibition, most hits filed as inhibitors; 240,000 tested, 0.54% active;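 note: plate controls were vehicle for no effect and no enzyme for full effect; nearly all actives have a fitted effect of over 30% in size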
Target sequence (P46063 whole entry, looked up): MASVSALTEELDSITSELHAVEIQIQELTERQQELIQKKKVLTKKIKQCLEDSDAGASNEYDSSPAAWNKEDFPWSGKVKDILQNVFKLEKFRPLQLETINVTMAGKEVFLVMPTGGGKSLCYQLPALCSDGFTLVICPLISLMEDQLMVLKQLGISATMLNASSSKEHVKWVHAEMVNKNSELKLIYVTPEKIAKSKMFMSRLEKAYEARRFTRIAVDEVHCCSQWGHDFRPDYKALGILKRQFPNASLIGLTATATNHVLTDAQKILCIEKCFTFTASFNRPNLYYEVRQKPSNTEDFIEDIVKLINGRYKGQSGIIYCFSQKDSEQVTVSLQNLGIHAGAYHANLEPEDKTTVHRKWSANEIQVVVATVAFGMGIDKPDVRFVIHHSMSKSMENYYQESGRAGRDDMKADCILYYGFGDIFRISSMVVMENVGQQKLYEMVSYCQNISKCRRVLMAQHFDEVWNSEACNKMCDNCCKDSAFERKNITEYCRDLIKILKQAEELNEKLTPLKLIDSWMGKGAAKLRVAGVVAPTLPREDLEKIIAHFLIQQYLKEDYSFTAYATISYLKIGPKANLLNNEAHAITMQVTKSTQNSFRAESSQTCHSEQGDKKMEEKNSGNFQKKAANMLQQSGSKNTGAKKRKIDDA
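50 nM RECQ1T1 preincubated 15 min with compound in Tris pH 8.0 buffer with MgCl2, DTT, Tween-20 and 2.5 ug/ml poly(dI-dC); started with 200 nM TAMRA/BHQ-2 forked duplex and 2 mM ATP. Unwinding read as fluorescence (525/598 nm), two reads 2 h apart.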
NPSR antagonist: blocks cAMP signaling of the human neuropeptide S receptor | CHO-NPSR cells, cAMP TR-FRET, antagonist mode | Q6W5P4 | Potency, µM (series often up to 38.3 µM), without a hit: at the top dose activity change, negative = inhibition, most hits filed as inhibitors | 220,000 tested, 1% active; note: % is set by controls: 0 for no effect and ±100 for the full control effect; nearly all actives have a fitted effect of over 50% in size; many of its hits are not listed in these tables
SMN2 splice up: increases expression of the SMN2 splice variant | HEK293 SMN2-luciferase splicing reporter, luminescence, 30-36 h | Potency, µM (doses to about 46.1 µM), for inactives: top-dose activity change, positive = activation, actives largely listed as activators | 210,000 tested, 2.8% active | AID 1458; note: % of control where 0% means no effect; nearly all actives have a fitted effect of over 55% in size
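HEK293 cells carry an SMN2 minigene-luciferase reporter in which exon 7 inclusion puts luciferase in frame. Cells were seeded at 2000 cells/well, attached for 10-12 hours, then exposed to compounds for 30-36 hours at 37C before ONE-Glo luminescence.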
Luc counter: Kinase-Glo luciferase inhibition (counter-screen); Q27757; Kinase-Glo luciferase, ATP luminescence, 8 min; Potency, µM (series often up to 38.3 µM), for inactives: top-dose activity change, negative = inhibition, most hits filed as inhibitors; 200,000 tested, 0.28% active; AID 1379; note: % is set by controls: 0 for no effect and ±100 for the full control effect; nearly all actives have a fitted effect of over 60% in size
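Substrate mix (final 50 mM imidazole pH 7.2, 50 mM KCl, 7 mM MgCl2, 10 uM ATP, 0.01% Tween 20, 0.05% BSA) plus pin-tool compound, then Kinase-Glo detection mix; 8 min ambient, luminescence read.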
IMPase Li inh: IMPase inhibition in cells with lithium potentiation; CHO-M1 cells, IP1 TR-FRET (IP-One), carbachol + lithium; Potency, µM (doses to about 59.4 µM), for the others: at the top dose activity, negative = IMPase inhibition, actives largely listed as inhibitors; 210,000 tested, 0.35% active; AID 1457;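 note: IP1 builds up when IMPase is blocked and the TR-FRET signal falls; plate controls were basal vehicle for no effect and high inhibitor control for full effect; nearly all actives have a fitted effect of over 50% in size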
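Test compounds were applied to CHO-M1 cells previously cultured for 16–30 h at 2000 per well. A small lithium amount accompanied them; after 30 min at 37C, IP1 was quantified by TR-FRET.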
GoLoco inh red: RGS12 GoLoco-Gai1 interaction inhibition; AID 880; Gai1:RGS12 GoLoco peptide FP, rhodamine, 10 min; 230,000 tested, 0.44% active; Potency, µM (top dose mostly 61.6 µM), for inactives: at the top dose activity, negative = inhibition, hits mostly inhibitors; active = well fitted inhibition curve with a large enough effect, not every such curve was filed as active; inactive = no such curve, though single readings can be large or run the other way; note: % is set by controls: 0 for no effect and ±100 for the full control effect; nearly all actives have a fitted effect of over 30% in size; many of its hits are not listed in these tables
Epigenetic reg: epigenetic control regulation, reporter derepression | murine LDR cells, GFP reporter derepression, 30 h | 280,000 tested, 0.2% active | Potency, µM (highest dose often 53.9 µM), without a hit: at the highest dose GFP activation, usual class: activators; note: % of control where 0% means no effect; nearly all actives have a fitted effect of over 60% in size
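In this reporter-derepression format, murine cells bearing a silenced integrated CMV-GFP locus incubate with test compound (30 h, 37 C), then are washed and imaged; fluorescent objects of 20–120 um count as induced cells.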
* hit, by the source's call; i = inactive; ? = inconclusive; nt = not tested or not shown; & = joins results of further samples; [ ] = dose if it differs, or a comment. Unless noted, calls come from the whole dose curve; as a rule, active = well fitted curve in the direction sought with a large enough effect; inconclusive = small, poorly fitted or top-dose-only effect, or another doubt; inactive = no such curve, though single readings can be large; an effect the other way counts as inactive or inconclusive. Potency is the fitted concentration of half-maximal effect.

Preview:
no.	compound	KDM4E inh	RECQ1 helicase	NPSR antagonist	SMN2 splice up	Luc counter	IMPase Li inh	GoLoco inh red	Epigenetic reg
1	CC1(C)S[C@@H]2[C@H](NC(=O)Cc3ccccc3)C(=O)N2[C@@H]1C(=O)O	nt	nt	nt	-15%[9.22 µM]	-9%[7.66 µM]	-1%	4%[14.2 µM]	nt
2	O=C(COC(=O)c1cnccn1)Nc1ccc(Cl)cc1	3%	-3%	4%[46.1 µM]	-10%	0%	0%	6%	1.2%

Results (from the top)
no.	compound	KDM4E inh	RECQ1 helicase	NPSR antagonist	SMN2 splice up	Luc counter	IMPase Li inh	GoLoco inh red	Epigenetic reg
1	CC1(C)S[C@@H]2[C@H](NC(=O)Cc3ccccc3)C(=O)N2[C@@H]1C(=O)O	nt	nt	nt	-15%[9.22 µM]	-9%[7.66 µM]	-1%	4%[14.2 µM]	nt
2	O=C(COC(=O)c1cnccn1)Nc1ccc(Cl)cc1	3%	-3%	4%[46.1 µM]	-10%	0%	0%	6%	1.2%
3	CCNC(=O)COc1ccc(CC)cc1	-7%	4%	14%	14%	1%	-9%	-9%	0.0%
4	COc1ccc(OC)c(NC(=O)c2ccc(-n3cccn3)nc2)c1	?	i	?	-18%	1%	8%[38.3 µM]	3%	0.0%
5	CC/C(C)=N\NC(=O)CNC(=O)c1ccc(Cl)cc1Cl	46%[activator]	10%	8%	-18%	0%	-1%	1%	8.4%
6	O=C(CNS(=O)(=O)c1ccccc1)NCc1cccnc1	3%	-16%	-24%	nt	0%	2%	1%	-0.1%
7	COc1ccc(-c2nc3c(-c4ccccc4)cnn3cc2C)cc1F	7%	4%	-5%	nt	5%	9%	3%	?
8	O=C1C(O)CC2c3ccccc3CC3(CCCC3)N12 (stereo not given)	-16%	11%	5%[46.1 µM]	-2%	2%	-2%[38.3 µM]	12%	-2.9%
9	COc1cccc(CN2CCCC(C(=O)c3ccc4c(c3)OCO4)C2)c1OC (stereo not given)	?	i	20%	nt	0%	20%	4%	0.0%
10	O=[N+]([O-])c1ccc2c(c1)/C(=N\O)c1ccccc1-2	2%	i	-2%	nt	nt	nt	3%	1.1%
11	Cc1oc(-c2cc3c(cc2Cl)OCO3)nc1CN1CCCC1c1ccc(F)cc1 (stereo not given)	?	-12%	-44%	-18%	-5%	13%	22%	3.8%
12	Cn1c(=O)c2c(nc(NCCOc3ccc(F)cc3)n2C)n(C)c1=O	-16%	10%	-15%	nt	-1%	0%	16%	0.0%
13	CC1CCCCC1NC(=O)c1nn(C)c(=O)c2ccccc12 (stereo not given)	-6%	i	-8%[46.1 µM]	-7%	0%	4%	-4%	-0.8%
14	N#Cc1c(-c2ccccc2)c(-c2ccccc2)nn(CC(=O)NNC(=O)Nc2ccccc2)c1=O	-12%	-3%	-28%[46.1 µM]	?	4%	-9%[38.3 µM]	8%	-2.0%
15	Cc1nc(NC(=O)c2ccccc2)sc1-c1csc(Nc2ccc(C(=O)O)cc2)n1	-27%	-11%	-53%	nt	nt	nt	11%	1.0%
16	CCN(CC)S(=O)(=O)c1ccc(OC)c(NC(=O)C(Cc2ccccc2)N2C(=O)c3ccccc3C2=O)c1 (stereo not given)	7%	-17%	-9%	-6%	-3%	2%	2%	0.0%
17	COc1cccc(C(=O)Nc2nnc(-c3cccs3)o2)c1	?	-11%	-8%[46.1 µM]	25%	-8%	-1%[38.3 µM]	1%	1.0%
18	CC1CCN(CC(=O)NC(=O)NCc2ccccc2)CC1	-1%	-13%	3%	-3%	-2%	-4%	7%	0.9%
19	CC(C)(C)CNC(CO)C12CC3CC(CC(C3)C1)C2 (stereo not given)	-5%	i	-4%[46.1 µM]	-6%	0%	17%[38.3 µM]	-1%	-1.2%
20	COCCNC(=O)COc1ncnc2ccc(Br)cc12	5%	-6%	4%[46.1 µM]	7%	-4%	34%[activator][38.3 µM]	-10%	-1.4%
21	Cc1[nH]n2c(=O)cc(C(C)C)nc2c1-c1ccccc1	-16%	-11%	-9%[46.1 µM]	-21%	10%	9%[38.3 µM]	7%	1.8%
22	CCOC(=O)C1CCN(C(=O)c2cc3c(-c4ccc(OC)c(OC)c4)nn(C)c3s2)CC1	?	-8%	-16%[46.1 µM]	-1%	-4%	14%[38.3 µM]	13%	0.8%
23	CN(C)CCCN(C(=O)c1ccc2c(c1)CCCC2)c1nc2c(F)cccc2s1	4%	-4%	17%	-69%[inhibitor]	-2%	20%	-15%	1.0%
24	O=C1CCCC(=O)N1c1ccc(Oc2ccc(Cl)cc2)cc1	0%	-4%	14%	-15%	-2%	10%	-3%	-1.0%
25	N[C@H](C(=O)O)[C@@H]1[C@@H](C(=O)O)C1(F)F	16µM*	-10%	nt	-11%	0%	5%&-2%	-2%&-2%	1.1%&-0.3%
26	NC1=NC(=O)/C(=C/c2ccccc2OS(=O)(=O)c2ccc3ccccc3c2)S1	-1%	-13%	9%	11%	1%	4%	-5%	0.0%
27	CCCC(CCC(=O)Nc1ccn(-c2ccccc2)n1)C(=O)O (stereo not given)	-9%	14%	-7%	nt	nt	nt	3%	1.1%
28	CCOC(=O)N1CCN(C(=O)c2ccc3c(=O)n(Cc4ccccc4OC)c(=S)[nH]c3c2)CC1	0%	-1%	-23%[46.1 µM]	-24%	-5%	-12%[38.3 µM]	7%	3.6%
29	COc1ccc(-c2nc(-c3ccc(Br)o3)no2)cc1OC	?	-8%	-10%[46.1 µM]	14µM*	-1%	36%[activator][38.3 µM]	2%	0.0%
30	Cc1ccnc2ccc(SC(F)(F)F)cc12	4%	19%	15%	3%	0%	-6%	-24%	-0.1%
31	Cc1cc(=O)[nH]c2c(C)c(N)ccc12	?	i	-11%[46.1 µM]	8%	-1%	-18%[38.3 µM]	10%	4.1%
32	Cc1ccc(-n2c(SC3CCOC3=O)nc3ccccc3c2=O)cc1 (stereo not given)	-2%	-18%	-12%	81%	1%	1%	6%	-1.2%
33	CC(=O)NC1(C(F)(F)F)C(=O)Nc2c1c(=O)n(C)c(=O)n2C (stereo not given)	3%	i	3%[46.1 µM]	-9%	-5%	-8%[38.3 µM]	9%	0.0%
34	CCC(=O)Nc1c2c(nn1-c1ccc(F)cc1)CS(=O)C2 (stereo not given)	-5%	-6%	-1%[46.1 µM]	-3%	4%	-4%[38.3 µM]	5%	2.7%
35	CCn1c(SCC(=O)Nc2nccs2)nnc1-c1ccco1	7%	i	-2%	nt	-3%	26%	27%	2.2%
36	Cc1ccccc1OCCCN1CCCC1	-17%	2%	-6%[46.1 µM]	-17%	-3%	-10%[38.3 µM]	2%	-1.3%
37	CCNC(=O)CSc1nc2ccccc2c(=O)n1OC	?	-17%	-7%[46.1 µM]	4%	0%	-9%[38.3 µM]	8%	0.0%
38	O=C(COc1cc(Cl)c(Cl)cc1Cl)Nc1ccc([N+](=O)[O-])cc1Cl	0%	-11%	-29%	nt	nt	nt	-2%	2.1%
39	O=C(COc1ccc(Cl)cc1)N1CCCC1	-8%	-8%	1%	21%	3%	6%	13%	-1.0%
40	O=S(=O)(Nc1nc2ccccc2nc1Nc1ccc(N2CCOCC2)cc1)c1cc(Cl)ccc1Cl	1%	?	-32%	-72%[inhibitor]	3%	11%	2%	?
41	O=[N+]([O-])c1ccc(CSc2nc3ncc(Br)cc3[nH]2)cc1	3%	-5%	-2%	nt	nt	nt	19%	-1.7%
42	C[C@H](N)c1nnc(SCc2ccc(Cl)cc2Cl)o1	0%	i	26%[46.1 µM]	-6%	-3%	-16%[38.3 µM]	2%	-0.7%
43	COc1ccccc1N=Cc1c(C)[nH]n(-c2ccc(C)cc2C)c1=O	?	-6%	-8%	nt	-3%	7%	-14%	-1.1%
44	COCC(=O)NNC(=S)Nc1cccc(C)c1C	-3%	i	13%	4%	-1%	3%	-2%	-4.2%
45	COc1cccc(N2C(=O)CC(NNc3nc4ccccc4s3)C2=O)c1 (stereo not given)	3%	-2%	-4%	nt	nt	nt	2%	2.0%
46	Clc1ccccc1-c1nnc2sc(-c3ccc4c(c3)OCO4)nn12	?	-10%	?	?	-1%	20%[38.3 µM]	14%	0.9%
47	Nc1nc(SCC(=O)Nc2ccc3c(c2)CCC3)n[nH]1	0%	-3%	7%	-27%	-1%	7%	2%	-1.0%
48	O=C(O)c1ccccc1C(=O)Nc1n[nH]c(=S)s1	4µM*	-5%	-5%[46.1 µM]	-7%	-1%	-2%[38.3 µM]	-12%	0.5%
49	Cc1ccc(N2C(=O)CC(Sc3ccccc3C(=O)O)C2=O)cc1C (stereo not given)	-12%	i	10%	-3%	4%	3%	-15%	-3.6%
50	O=C(NCc1cccnc1)c1c(F)c(F)c(F)c(F)c1F	3%	-2%	?	-15%	-3%	4%[38.3 µM]	-3%	-1.0%

Other structures follow.
no.	compound	KDM4E inh	RECQ1 helicase	NPSR antagonist	SMN2 splice up	Luc counter	IMPase Li inh	GoLoco inh red	Epigenetic reg
51	Cc1cc(C)c(S(=O)(=O)N(C)Cc2cnn(C)c2)c(C)c1	15%	-3%	-7%[46.1 µM]	-7%	3%	30%[38.3 µM]	-17%	1.1%
52	Cc1ccc(/C=N/Nc2nc3ccccc3s2)o1	-21%	-5%	4%	2µM*	-5%	-1%	5%	0.0%
53	CCOC(=O)n1c(=O)n(Cc2ccc(Cl)c(Cl)c2)c2ccccc21	-3%	-25%	-34%[46.1 µM]	-40%[inhibitor]	3%	22%[38.3 µM]	11%	3.7%
54	COc1ccc(NC(=S)NC(=O)/C=C/c2ccco2)cc1	?	-6%	-30%	?	0%	10%	149%[activator]	13%
55	CCOC(=O)CC1C(=O)NCCN1S(=O)(=O)c1ccc(OC)cc1 (stereo not given)	12%	i	16%	7%	1%	-2%	6%	6.2%
56	CC(C)C12CN3CC(C(C)C)(CN(C1)C31C(=O)Nc3ccccc31)C2=O (stereo not given)	2%	0%	9%[46.1 µM]	21%	0%	30%[38.3 µM]	2%	-1.1%
57	O=C(CSc1nnc(Cc2ccccc2)o1)Nc1ccc(Br)cn1	7%	0%	0%[46.1 µM]	15%	5%	13%[38.3 µM]	3%	2.4%
58	CC(C)(C)c1ccc(C2C(C#N)=C(N)Oc3n[nH]c(-c4cccnc4)c32)cc1 (stereo not given)	-19%	-7%	9%	nt	nt	nt	-7%	0.0%
59	O=c1c2nncn2c2cc(C(F)(F)F)ccc2n1CCNc1ncc(C(F)(F)F)cc1Cl	5%	-9%	-8%	nt	nt	nt	0%	-1.8%

Only part of the results is shown (hit frequency here may not be typical).
